Assay outcomes as filed in PubChem.
HCMV inh – qHTS Assay for inhibitors of the human cytomegalovirus (HCMV) | activity change, negative = inhibition, % at 57.5 µM | hit rate 4.5% among 410,000 | AID 1259415, 2018 | HFF cells, HCMV-luciferase reporter, 72 h; hits give low values; in the data active means activity change below about -60%; inconclusive means no clear call, values can overlap the other calls; inactive means above about -39%
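Screen run at 2 compound doses on HFFs infected with reporter HCMV, MOI 1 PFU/cell. Luciferase activity from cell lysates at 72 h post infection gave inhibition relative to buffer-only and Salinomycin wells.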
AmpC inh no detg – qHTS Inhibitors of AmpC Beta-Lactamase (assay without detergent) | P00811 | AmpC nitrocefin hydrolysis, absorbance 480 nm, 0.0001% Triton | Potency, µM (titrated, usually from 57.1 µM), inactives show top-dose activity change, negative = inhibition, actives largely listed as inhibitors | hit rate 0.52% among 330,000 | AID 485341, 2010;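 further: potency means the concentration at half of the fitted maximal effect; plate controls were no compound for no effect and no enzyme for full effect; nearly all actives have a fitted effect of over 20% in size; some results filed as inactive show a strong effect at the top dose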
Target sequence (P00811 whole entry, looked up): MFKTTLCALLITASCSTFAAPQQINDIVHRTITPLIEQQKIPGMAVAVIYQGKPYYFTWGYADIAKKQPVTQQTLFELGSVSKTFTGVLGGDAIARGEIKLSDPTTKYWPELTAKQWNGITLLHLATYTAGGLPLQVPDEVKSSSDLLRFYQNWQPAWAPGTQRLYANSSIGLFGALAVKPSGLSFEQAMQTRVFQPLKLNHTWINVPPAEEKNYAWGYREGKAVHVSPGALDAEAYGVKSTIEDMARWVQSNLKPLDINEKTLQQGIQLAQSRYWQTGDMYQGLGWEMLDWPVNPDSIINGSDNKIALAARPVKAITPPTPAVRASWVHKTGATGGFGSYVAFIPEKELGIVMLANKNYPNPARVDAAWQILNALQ
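20 mM phosphate pH 7.0 + 0.01% (detergent screen) or 0.0001% Triton X-100; 5.3 nM AmpC reagent; cpd preinc 15 min RT; nitrocefin (800 uM stock) to start; A480 q20 s × 4 min; Activity was normalised to no-enzyme and no-compound control wells.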
HCV inh – qHTS Assay for Inhibitors of Hepatitis C Virus (HCV) | Huh7.5.1 HCVcc-Cre infection, luciferase reporter, 44 h | Potency, µM (titrated, usually from 41.8 µM), for the others: at the top dose activity change, negative = inhibition, actives largely listed as inhibitors | hit rate 3.4% among 340,000; further: potency means the concentration at half of the fitted maximal effect
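Antiviral activity was scored by luciferase reporter output from cells infected with HCVcc-Cre (~0.5 moi) in presence of compound, 44 h infection period, cells seeded 1,000/well 4 h prior.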
AmpC detergent – qHTS Inhibitors of AmpC Beta-Lactamase (assay with detergent); P00811; AmpC hydrolysis of nitrocefin, absorbance 480 nm, 0.01% Triton; Potency, µM (top dose mostly 114 µM), for the others: at the highest dose activity change, negative = inhibition, hits mostly inhibitors; hit rate 0.041% among 370,000;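 further: potency means the concentration at half of the fitted maximal effect; 0% = no-compound wells and -100% = no-enzyme wells; nearly all actives have a fitted effect of over 25% in size; some results filed as inactive show a strong effect at the top dose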
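AmpC (5.3 nM in the dispensed reagent) in 20 mM phosphate pH 7.0 with 0.01% (detergent screen) or 0.0001% Triton X-100 was preincubated with compounds for 15 min at room temperature. Nitrocefin was then added from an 800 uM solution, and hydrolysis was followed at 480 nm.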
LmPK inh – qHTS Assay for Inhibitors of Leishmania Mexicana Pyruvate Kinase (LmPK) | purified LmPK, Kinase-Glo ATP luminescence, 1 h | Potency, µM (top dose mostly 57.5 µM), for inactives: top-dose activity change, negative = inhibition, usual class: inhibitors | hit rate 0.37% among 290,000; further: potency means the concentration at half of the fitted maximal effect
Target sequence (Q27686 whole entry, looked up): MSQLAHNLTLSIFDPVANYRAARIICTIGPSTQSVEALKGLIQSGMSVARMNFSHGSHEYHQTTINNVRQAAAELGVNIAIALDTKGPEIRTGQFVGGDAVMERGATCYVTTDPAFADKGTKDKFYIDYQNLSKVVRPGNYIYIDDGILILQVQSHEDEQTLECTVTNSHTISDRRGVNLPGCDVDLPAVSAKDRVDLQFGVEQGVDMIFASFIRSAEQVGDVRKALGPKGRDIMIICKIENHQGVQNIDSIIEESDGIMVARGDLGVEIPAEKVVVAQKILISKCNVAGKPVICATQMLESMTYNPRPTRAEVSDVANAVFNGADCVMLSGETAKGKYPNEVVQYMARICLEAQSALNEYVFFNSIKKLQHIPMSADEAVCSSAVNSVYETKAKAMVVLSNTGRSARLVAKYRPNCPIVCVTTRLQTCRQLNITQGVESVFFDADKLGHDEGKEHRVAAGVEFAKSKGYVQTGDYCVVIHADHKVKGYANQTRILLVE
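Pyruvate kinase activity monitored as ATP production (luciferase luminescence). Conditions: 0.1 nM enzyme, 0.5 mM PEP, 0.1 mM ADP, 1 h, RT; normalized against uninhibited and no-enzyme wells.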
AMA1 RON2 block – qHTS for Inhibitors of AMA1-RON; Towards Development of Antimalarial Drug Lead: Primary Screen. AlphaScreen AMA1-biotinylated RON2 peptide binding. hit rate 0.2% among 360,000. Potency, µM (doses to about 58.2 µM), inactives show top-dose activity change, negative = inhibition, hits mostly inhibitors;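 further: potency means the concentration at half of the fitted maximal effect; 0% = vehicle wells and -100% = peptide control; nearly all actives have a fitted effect of over 45% in size; some results filed as inactive show a strong effect at the top dose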
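AMA1 (3D7) with his tag at 25 nM final met compounds first, then biotinylated RON2 peptide at 25 nM; detection used donor plus acceptor beads, 10 µg/mL apiece, read by AlphaScreen after 30 min at room temperature.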
Tb PYK inh – qHTS of Trypanosoma Brucei Inhibitors; pyruvate kinase (Trypanosoma brucei), Q57TT1; TbPYK enzyme, Kinase-Glo Plus ATP luminescence, 45 min; Potency, µM (titrated, usually from 76.8 µM), for the others: at the highest dose activity, negative = inhibition, usual class: inhibitors; hit rate 0.12% among 410,000; further: potency means the concentration at half of the fitted maximal effect; nearly all actives have a fitted effect of over 50% in size
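Enzyme and substrate buffer are dispensed first and compound is pin-transferred. ADP at 130 uM final then starts the reaction, which runs 45 min at room temperature. Detection reagent is added for 10 min before luminescence is imaged.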
An asterisk follows results filed as active; ? = inconclusive; . = not tested or not shown; & = joins results of further samples; [ ] = another dose, or the depositor's remark. Unless noted, the call rests on the fitted dose curve; in most records, active means well fitted curve in the direction sought with a large enough effect; inconclusive means small, poorly fitted or top-dose-only effect, or another doubt; inactive means no such curve, though single readings can be large; an effect the other way counts as inactive or inconclusive. Unless noted, on the % scale 0 is the no-effect control and ±100 the full control effect.

mol | HCMV inh | AmpC inh no detg | HCV inh | AmpC detergent | LmPK inh | AMA1 RON2 block | Tb PYK inh
Cc1cc(N2C(=O)C(O)=C(C(=O)c3cc4ccccc4o3)C2c2ccc(Br)cc2)no1 (stereo not drawn) | 0 | ? | -12% | 6% | 7% | 13% | 5%
COC(=O)c1ccccc1NC(=O)Nc1ccc(Br)cn1 | 36 | -8% | -6% | -2% | -2% | 0% | 0%
CCOC(=O)C1=C(c2ccccc2)NC(=S)NC1C (stereo not drawn) | 12 | -17% | -1% | -12% | 1% | 4% | -1%
CCOc1ccccc1NC(=O)CN(C)S(=O)(=O)c1ccc2[nH]c(=O)oc2c1 | ? | -28% | -13% | 1% | -13% | -1% | 0%
Cc1cc(C)cc(C(=O)OCC(=O)N2CCCC2)c1 | 2 | 1% | 4% | 0% | 5% | 20% | -5%
NC(=O)c1ccc(NC(=O)COC(=O)/C=C/c2ccc3c(c2)OCO3)cc1 | -32 | -13% | 2% | 2% | -4% | 2% | -1%
COc1ccc(/C=c2\sc3nc(-c4ccccc4OC)nn3c2=O)c(OC)c1 | 28 | -12% | 1% | 2% | 2% | 0% | -1%
Cc1ccc(C)c(NC(=O)CN2C(=O)C(C)(C)c3ccccc32)c1 | 6 | . | . | 5% | . | . | -2%
O=[N+]([O-])c1cc2c(cc1CN1CCN(c3ccccc3)CC1)OCO2 | -20 | -26% | -1% | -9% | -2% | 0% | -6%
Cc1ccc(C(=O)Nc2cc3c(cc2C)n(C)c(=O)c(=O)n3C)cc1 | -33 | . | . | 7% | . | . | -5%
N#C/C(=C/c1ccc(N2CCCCC2)o1)c1cccc(F)c1 | 49 | -20% | -5% | ? | -1% | -5% | -38%
Cc1ccc(Cl)cc1NC(=O)CSc1nnc(C)n1-c1ccccc1 | -14 | 48% | -4% | -3% | 1% | 8% | 0%
COc1ccc(/C=C2\SC(=O)N(CCNC(=O)C3CSC4(C)CCC(=O)N34)C2=O)cc1 (stereo not drawn) | -21 | 99%[activator] | ? | -14% | . | 13% | -5%
CCOC(=O)c1c(-c2ccccc2)csc1NC(=O)CSc1nnnn1C | -32 | 19% | 7.1µM* | ? | -3% | -5% | -2%
CS(=O)Cc1cc(Sc2ccccc2)nc(-c2ccncc2)n1 (stereo not drawn) | 18 | 31% | 19% | 6% | -2% | 5% | -3%
O=C(NCc1ccccc1Cl)C1CCC(CNS(=O)(=O)c2ccc(Cl)cc2)CC1 (stereo not drawn) | 0 | . | . | -11% | . | . | 6%[15.4 µM]
Cc1csc(NC(=O)CSc2ccc([N+](=O)[O-])cn2)n1 | -3 | -18% | 0% | 4% | -3% | -13% | -2%
O=S(=O)(NCc1cccnc1)c1ccccc1 | 8 | -10% | 15% | -4% | -7% | -3% | -3%
Cc1cc(C)n(CC(O)Cn2ccc3ccccc32)n1 (stereo not drawn) | 16 | -19% | -14% | -12% | -2% | -8% | 1%
S=C(NCc1cccnc1)Nc1cccc2ccccc12 | 1 | -27% | -5% | 2% | 3% | -14% | -12%
CCOc1ccccc1NC(=O)COC(=O)C1CC(=O)N(c2c(C)cccc2C)C1 (stereo not drawn) | -5 | 99%[activator] | 3% | 2% | -2% | 1% | -3%
Cc1ccc(-c2nc3ncccc3o2)cc1NC(=O)c1ccccc1Br | ? | . | . | 8% | . | . | 2%
CCOc1ccc(Nc2nc(NCC(=O)O)nc(N)c2[N+](=O)[O-])cc1 | 28 | -20% | 17% | -4% | -6% | 12% | -3%
COc1ccc(Cl)cc1NC(=O)CN(C)C(=O)c1cc2ccccc2cc1OC | -15 | 126%[activator] | ? | ? | . | -2% | 1%
Cc1ccc(S(=O)(=O)C2(C(=O)NC3CCCC3)CC2)cc1 | -5 | 2% | 18% | 3% | -10% | -2% | 3%
CCOc1cc(C(=O)Nc2cc3c(cc2N2CCOCC2)n(C)c(=O)n3C)cc(OCC)c1OCC | 12&9 | 84%[activator] | -15% | 0%&12% | -2% | 0% | 6%&-5%
OCC1(Cc2ccccc2)CCCN(Cc2ccc3c(c2)OCCO3)C1 (stereo not drawn) | 41 | -40% | 7% | 8% | -1% | -4% | -1%
CCCCOn1c(C)c(C(C)=O)c2c3no[n+]([O-])c3ccc21 | -17 | -7% | -10% | 1% | -4% | -12% | 7%
CC(=O)Nc1nnc(-c2ccc3c(c2)CCCC3)o1 | -26 | -19% | 10% | 0% | -6% | 94%[activator] | 1%
CC(=O)NC(Cc1ccccc1)C(=O)N1CCN(C(=S)NCC(C)C)CC1 (stereo not drawn) | ? | 13% | 6% | 5% | 1% | -15% | 5%
CCN=C1S/C(=C\c2cn(CC(=O)NCc3ccco3)c3ccccc23)C(=O)N1CC | ? | -7% | ? | 8% | 0% | 2% | -12%
CCCCSCCCNC(=O)C1CCC(CNS(=O)(=O)c2c(C)cc(C)cc2C)CC1 (stereo not drawn) | 105 | . | . | -2% | . | . | 9%
CCOc1ccc(-n2c(Cc3cc(=O)[nH]c(=O)[nH]3)nnc2SC(C)C(=O)OC)cc1 (stereo not drawn) | ? | -3% | . | -16% | 7% | . | .
C[C@@H]1CCCCO[C@H](CN(C)S(=O)(=O)c2cccs2)[C@H](C)CN([C@@H](C)CO)C(=O)c2cc(NC(=O)NC3CCCCC3)ccc2O1 | -17 | . | . | . | . | -11% | 6%
COCCNC(=O)c1ccc(CS(=O)(=O)c2ccccc2)o1 | 36 | -8% | 17% | -7% | -2% | 4% | -6%
COc1ccccc1CNc1nc2cc(-c3ccsc3)sc2c(=O)n1C | 6 | . | . | . | . | -3% | -11%
COc1cccc(NC(=O)CN2C(=O)COc3ccc(C)cc32)c1 | -15 | -24% | -15% | -17% | 0% | -8% | 3%
O=c1c2cnn(-c3ccc(F)cc3)c2ncn1Cc1ccc(F)cc1 | ? | -21% | 3% | 19%&-7% | 0% | 4% | 2%&-5%
COc1ccc(-c2sc3ccc(OC)cc3c2-c2ccc(O)cc2)cc1 | ? | -16% | 8.9µM* | . | . | 0% | -3%
O=C(NCc1cccnc1)Nc1cccc(F)c1 | 21 | -9% | -3% | 9% | 0% | -12% | -1%
CCN1C(=NCC(C)C)N[C@@H](c2ccccc2)[C@H](C(=O)OC)[C@H]1C | . | -30% | . | -10% | -12% | . | .
CC(=O)O[C@@]12CO[C@@H]1C[C@H](O)[C@@]1(C)C(=O)[C@H](O)C3=C(C)[C@@H](OC(=O)[C@H](O)[C@@H](NC(=O)c4ccccc4)c4ccccc4)C[C@@](O)([C@@H](OC(=O)c4ccccc4)C12)C3(C)C (stereo partly drawn) | ? | 333%[activator] | -6% | -8% | -6% | 0% | -5%
COC(=O)c1ccccc1NS(C)(=O)=O | -4 | -3% | 16% | -6% | . | 8% | 6%
Cc1nc([N+](=O)[O-])c(Br)n1CC(=O)c1ccc2ccccc2c1 | 70 | 16% | 10µM* | 2% | 8% | -3% | 5%
Cc1ccc(NC(=O)N2C3CCCC2CC(NC(=O)C(C)(C)C)C3)cc1 (stereo not drawn) | -19 | -12% | 8% | -2% | -7% | -4% | -4%
CCn1cc(C(=O)N(C)Cc2ccccc2)c(=O)c2cc(S(=O)(=O)N3CCCCCC3)ccc21 | 4 | . | . | 5% | . | . | 3%
O=C(CCn1c(=O)oc2ccccc21)n1c(=O)oc2ccccc21 | 8 | -29% | 9% | -3% | 4% | 8% | 0%
COc1ccccc1CCC(=O)OCC(=O)NC1CC1 | -18 | -16% | -44% | 0% | . | 6% | 0%
COc1nsnc1NS(=O)(=O)c1ccc(NC(=S)NC(=O)c2cccnc2)cc1 | -29 | -8% | 11% | 1% | -14% | 1% | -4%
COc1ccc(C(N)CCc2ccco2)cc1 (stereo not drawn) | 30 | 9% | 8% | 5% | 4% | -18% | -2%
O=C(CN1CCN(c2ccc(F)cc2)CC1)NCC1CCCO1 (stereo not drawn) | -9 | -11% | 16% | -17% | 5% | -6% | 3%
O=C1NC(c2ccccc2)CCO1 (stereo not drawn) | 26 | -7% | 5% | -7% | 6% | 14% | 1%
Cc1c(C(=O)OCC(C)(C)CN(C)C)oc2ccccc12 | 12 | 2% | -11% | ? | -2% | 11% | 5%
CCC(C)Sc1ccc([C@@H]2[C@H]3C(=O)N(C)C(=O)[C@H]3[C@]3(C(=O)OC)CCCN23)cc1 (stereo partly drawn) | -13 | 174%[activator] | 2% | . | . | -4% | -5%
Cc1ccc(NC2=CC(=O)CC(C)(C)C2)cc1Cl | -37 | -6% | -3% | -7% | 0% | -13% | 3%
Cc1ccc(Cl)cc1N1CCN(C(=O)c2noc3c2CCCC3)CC1 | 48 | . | . | 26% | . | . | 0%

4 successive compounds already listed, quoted:
mol | HCMV inh | AmpC inh no detg | HCV inh | AmpC detergent | LmPK inh | AMA1 RON2 block | Tb PYK inh
Cc1c(C(=O)OCC(C)(C)CN(C)C)oc2ccccc12 | 12 | 2% | -11% | ? | -2% | 11% | 5%
CCC(C)Sc1ccc([C@@H]2[C@H]3C(=O)N(C)C(=O)[C@H]3[C@]3(C(=O)OC)CCCN23)cc1 (stereo partly drawn) | -13 | 174%[activator] | 2% | . | . | -4% | -5%
Cc1ccc(NC2=CC(=O)CC(C)(C)C2)cc1Cl | -37 | -6% | -3% | -7% | 0% | -13% | 3%
Cc1ccc(Cl)cc1N1CCN(C(=O)c2noc3c2CCCC3)CC1 | 48 | . | . | 26% | . | . | 0%

Continued:
mol | HCMV inh | AmpC inh no detg | HCV inh | AmpC detergent | LmPK inh | AMA1 RON2 block | Tb PYK inh
CSc1ccc(S(=O)(=O)Nc2ccc3c(c2)OCCO3)cc1 | ? | -32% | ? | -13% | 6% | 0% | -1%
Cc1ccc(OCc2cc(C(=O)N(C)Cc3cnc4ccccn34)no2)cc1C | ? | 55% | 11µM* | -14% | -4% | -14% | -22%
CCCCC1Cc2[nH]c(=S)[nH]c(=O)c2C(c2ccc3ccccc3c2)O1 (stereo not drawn) | -12 | . | . | . | . | 86%[activator] | 1%
C[C@@H]1CN([C@H](C)CO)C(=O)c2c(c3ccccc3n2C)-c2ccccc2CO[C@H]1CN(C)Cc1ccccc1 | -11 | . | . | . | . | -7% | 5%
Nc1n[nH]c(N)c1N=Nc1ccc2c(c1)OCO2 | -8 | -13% | -27% | -3% | -7% | 23% | 1%
Cc1ccc(NC(=O)CC2Oc3ccccc3NC2=O)c(C)c1 (stereo not drawn) | 3 | -18% | 9% | ? | 0% | 7% | -6%
CCCCN1C(=O)N(c2ccccc2Cl)C(C)(O)CC1(C)C (stereo not drawn) | -39 | 8% | 1% | 3% | -2% | 11% | -3%
